697 NFkB inh = inhibitors of the PMA/ionomycin-induced NF-kB reporter in 697 B cells; 697 B-cell NF-kB luciferase reporter, 16 h; inhibition, % at 4 µM; hit rate 0.33% among 330,000; AID 435022; in the data active = inhibition above about 35%
tim10-1 inh = inhibits growth of tim10-1 mutant yeast | S. cerevisiae tim10-1 ts strain growth, BacTiter-Glo, 24 h | hit rate 2.2% among 330,000 | inhibition, % at 20 µM;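 active = inhibition of at least 40%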;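 note: mutant grown at 25 °C; 0% = DMSO wells with yeast and 100% = wells holding no yeast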
Jurkat NFkB inh = lowers PMA/ionomycin-induced NF-kB signal in Jurkat cells; PMA/ionomycin-induced NF-kB luciferase reporter, luminescence; hit rate 0.53% among 330,000; inhibition, % at 4 µM; in the data active = inhibition above about 50%
Mdm2-MdmX inh = inhibitors of human Mdm2/MdmX interaction; O15151+Q00987; SaOS-2 split-luciferase Mdm2/MdmX complementation, luminescence; inhibition, % at 8 µM; hit rate 3% among 330,000; AID 485346;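 active = inhibition of at least 50% at 8 µM in the primary screen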
Target sequence (O15151 whole entry, looked up): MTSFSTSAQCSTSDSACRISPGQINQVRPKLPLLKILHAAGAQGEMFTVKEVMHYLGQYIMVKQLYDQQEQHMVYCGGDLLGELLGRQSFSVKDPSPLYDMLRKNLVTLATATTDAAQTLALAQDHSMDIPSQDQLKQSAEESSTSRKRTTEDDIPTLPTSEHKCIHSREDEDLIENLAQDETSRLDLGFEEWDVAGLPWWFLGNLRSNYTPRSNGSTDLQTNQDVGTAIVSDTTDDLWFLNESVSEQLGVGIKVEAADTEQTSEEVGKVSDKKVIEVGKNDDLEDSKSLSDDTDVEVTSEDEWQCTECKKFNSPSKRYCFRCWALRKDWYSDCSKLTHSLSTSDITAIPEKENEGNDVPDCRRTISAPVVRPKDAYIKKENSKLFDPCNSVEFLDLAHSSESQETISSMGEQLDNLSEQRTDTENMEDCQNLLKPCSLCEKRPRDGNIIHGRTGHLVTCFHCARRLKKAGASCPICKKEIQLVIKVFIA
Target sequence (Q00987 whole entry, looked up): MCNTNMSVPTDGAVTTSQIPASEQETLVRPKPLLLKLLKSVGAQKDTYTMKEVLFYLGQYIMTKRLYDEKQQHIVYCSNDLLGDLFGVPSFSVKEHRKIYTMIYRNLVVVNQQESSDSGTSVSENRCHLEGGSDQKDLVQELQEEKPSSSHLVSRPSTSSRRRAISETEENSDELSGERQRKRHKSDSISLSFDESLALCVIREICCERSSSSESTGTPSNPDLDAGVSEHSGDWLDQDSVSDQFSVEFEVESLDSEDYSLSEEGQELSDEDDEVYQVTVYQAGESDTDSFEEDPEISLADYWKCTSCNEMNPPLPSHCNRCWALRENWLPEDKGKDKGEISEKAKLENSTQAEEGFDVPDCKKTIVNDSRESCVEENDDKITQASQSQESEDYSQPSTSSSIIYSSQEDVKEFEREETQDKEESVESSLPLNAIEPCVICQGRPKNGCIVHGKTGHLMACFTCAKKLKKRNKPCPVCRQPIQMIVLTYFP
TIM10 inh = growth inhibitors of TIM10 yeast strain; inhibition, % at 10 µM; S. cerevisiae TIM10 strain growth, BacTiter-Glo luminescence, 24 h; hit rate 1.4% among 330,000;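 active = inhibition of 40% or more at the single tested concentration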;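 note: wild-type TIM10 isogenic control strain grown at permissive 25 °C; 0% = DMSO yeast wells and 100% = minimal medium wells without yeast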
UPR XBP1 act = activators of adaptive arm of unfolded protein response (XBP1) | CHO-XBP1 luciferase reporter, IRE1-XBP1 UPR activation, luminescence; percent of tunicamycin response, DMSO as zero | activation, % at 20 µM | hit rate 0.33% among 330,000 | AID 463104;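 active = versus positive control, 20 µM dose yields 30% or more activation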;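 note: 100% = tunicamycin at 10 µg/mL and 0% = DMSO only wells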
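Material: IRE1-XBP1 luciferase reporter CHO line / Quantity: one thousand reporter cells per well / Buffer or medium: F12 with 10% serum / Compound: 20 µM single concentration, DMSO 1% / Times: 6 h treatment, 37 °C / Detection: Steady-Glo luciferase glow luminescence, 10 min after reagent addition / Benchmarks: tunicamycin high, DMSO low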
tim23-1 inh = tim23-1 yeast growth inhibition; hit rate 1.3% among 330,000; S. cerevisiae tim23-1 growth, BacTiter-Glo luminescence, 24 h; inhibition, % at 20 µM; AID 463212;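 active = growth inhibition of the mutant yeast at or above 50%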;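 note: temperature-sensitive mutant grown at 25 °C; plate controls were DMSO-treated mutant yeast for no effect and medium wells lacking yeast for full effect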
CHOP UPR activ = activators of apoptotic arm of unfolded protein response (CHOP) | CHO-CHOP luciferase reporter, UPR activation, luminescence; percent of tunicamycin response over DMSO baseline | activation, % at 10 µM | hit rate 0.34% among 330,000 | AID 449763;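 active = at 10 µM dose, activation of 40% or more, normalized to positive control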;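 note: 100% = tunicamycin at 10 µg/mL and 0% = DMSO alone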
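Material: CHO-CHOP cells, stable luciferase reporter of PERK-eIF2a-CHOP signalling; quantity: 500 reporter cells seeded per well; buffer or medium: F12 medium containing 10% fetal bovine serum; compound: one dose, 10 µM in 0.5% DMSO; incubation: 6 h compound treatment, 37 °C; measured by: Steady-Glo luciferase luminescence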
Numbers without * were called inactive; i = inactive.

1) O=C(Nc1ccc(S(=O)(=O)N2CCOCC2)cc1)c1ccco1
2) CCn1nc(C(=O)NNC(=O)C2CSC3(C)CCC(=O)N23)c2ccccc2c1=O (centres undefined)
3) Cc1ccc(C)c(C(=O)OCC(=O)Nc2cccc(S(=O)(=O)NC3=NCCCCC3)c2)c1
4) CC1CC(C)CN(C(=O)Cn2c(-c3nonc3N)nc3ccccc32)C1 (centres undefined)
5) C=CCOC(=O)C1=C[C@@H](c2ccc(Br)cc2)C[C@@H](OCc2ccc(CO)cc2)O1
6) Cc1ccc(C(=O)N/C(=C/c2ccco2)C(=O)N2CCCCC2)cc1
7) Cc1nn2c(NCCOCCO)c3c(nc2c1-c1ccccc1)CCC3
8) C/C(=N/NC(=O)c1ccc(-c2ccccc2)cc1)c1cc(O)cc(O)c1

screen / no.	1	2	3	4	5	6	7	8
tim23-1 inh	24	7	-8	23	-10	32	-15	12
697 NFkB inh	6	16	8	2	7	-10	4	6
tim10-1 inh	12	14	4	14	11	33	-60	-8
Jurkat NFkB inh	-16	9	7	12	-5	2	-11	9
CHOP UPR activ	0.8	0.3	0.3	-1.8	0.0	-0.8	-0.8	2.2
Mdm2-MdmX inh	-14	26	-6	23	9	19	-16	7
UPR XBP1 act	-1	-1	-2	1	0	0	5	6
TIM10 inh	4	2	8	9	-9	7	-46	-6

9) CCN(CC(=O)NCc1ccc(F)cc1)C(=O)C1CCN(S(=O)(=O)c2ccc(C(C)C)cc2)CC1
10) O=C(CN1CCN(C(=O)C2CCN(C(=O)/C=C/c3ccccc3)CC2)CC1)Nc1ccccc1Cl
11) O=C(Nc1ccc(O)cc1)c1ccc(NC(=O)c2cccs2)cc1
12) O=C(CSc1nc2ccccc2c(=O)[nH]1)c1ccc(O)c(O)c1
13) CC1=C(C(=O)OCc2ccccc2)C(c2cccc([N+](=O)[O-])c2)NC(=O)N1CCCCCC(=O)O (centres undefined)
14) O=C(Nc1cccnc1)c1ccc(-c2ccc(Cl)cc2)o1
15) CN(/N=C/c1ccc(Cl)cc1Cl)c1ncc(Cl)cc1C(F)(F)F
16) CCOc1ccccc1OCCOc1ccc(F)cc1

screen / no.	9	10	11	12	13	14	15	16
tim23-1 inh	9	-3	-8	-21	17	2	-24	12
697 NFkB inh	-19	-34	-54	10	-34	-16	6	0
tim10-1 inh	4	-3	-17	-2	3	10	-13	16
Jurkat NFkB inh	11	13	-47	3	1	-81	1	8
CHOP UPR activ	-2.1	1.3	2.8	-1.1	0.2	4.5	3.4	-2.0
Mdm2-MdmX inh	26	19	-13	23	3	-43	21	6
UPR XBP1 act	-1	0	2	0	2	3	1	-1
TIM10 inh	13	9	-15	-1	7	3	-22	-3

17) O=[N+]([O-])c1ccc(Oc2ccc(C(F)(F)F)cn2)cc1
18) Cc1ccc(C)c(S(=O)(=O)NCc2ccc(C(=O)N3CCCCC3C)cc2)c1 (centres undefined)
19) O=C(c1ccccc1)c1cnc(Nc2ccc(Cl)c(Cl)c2)s1
20) CC(=O)c1cccc(NC(=O)NCc2ccc3c(c2)OCO3)c1
21) COc1ccc(CCN2CC(C(=O)Nc3cc(S(C)(=O)=O)ccc3Cl)CC2=O)cc1OC (centres undefined)
22) CC(/C=C/C=C/c1ccccc1)=N\NC(=O)c1cccnc1
23) CCOC(=O)C1CCN(C(=O)NS(=O)(=O)c2ccc(C)cc2)CC1
24) Cc1cc2nc(SC(C)C(=O)O)[nH]c2cc1C (centres undefined)

screen / no.	17	18	19	20	21	22	23	24
tim23-1 inh	5	25	4	11	2	-1	6	0
697 NFkB inh	4	-2	-12	15	11	-1	15	1
tim10-1 inh	7	12	15	8	-14	3	0	6
Jurkat NFkB inh	2	8	-9	14	18	-7	-17	-4
CHOP UPR activ	-2.0	3.6	3.8	1.8	-0.8	0.6	1.7	0.2
Mdm2-MdmX inh	9	-20	71*	32	-12	-6	-13	-3
UPR XBP1 act	1	-1	0	-2	0	-1	2	-2
TIM10 inh	5	2	2	-2	2	8	-5	5

Part of the list above in another layout.
The line under a structure holds: tim23-1 inh, 697 NFkB inh, tim10-1 inh, Jurkat NFkB inh, CHOP UPR activ, Mdm2-MdmX inh, UPR XBP1 act, TIM10 inh
10. O=C(CN1CCN(C(=O)C2CCN(C(=O)/C=C/c3ccccc3)CC2)CC1)Nc1ccccc1Cl
→ -3, -34, -3, 13, 1.3, 19, 0, 9
11. O=C(Nc1ccc(O)cc1)c1ccc(NC(=O)c2cccs2)cc1
→ -8, -54, -17, -47, 2.8, -13, 2, -15
12. O=C(CSc1nc2ccccc2c(=O)[nH]1)c1ccc(O)c(O)c1
→ -21, 10, -2, 3, -1.1, 23, 0, -1
13. CC1=C(C(=O)OCc2ccccc2)C(c2cccc([N+](=O)[O-])c2)NC(=O)N1CCCCCC(=O)O (centres undefined)
→ 17, -34, 3, 1, 0.2, 3, 2, 7
14. O=C(Nc1cccnc1)c1ccc(-c2ccc(Cl)cc2)o1
→ 2, -16, 10, -81, 4.5, -43, 3, 3
15. CN(/N=C/c1ccc(Cl)cc1Cl)c1ncc(Cl)cc1C(F)(F)F
→ -24, 6, -13, 1, 3.4, 21, 1, -22
16. CCOc1ccccc1OCCOc1ccc(F)cc1
→ 12, 0, 16, 8, -2.0, 6, -1, -3
17. O=[N+]([O-])c1ccc(Oc2ccc(C(F)(F)F)cn2)cc1
→ 5, 4, 7, 2, -2.0, 9, 1, 5
18. Cc1ccc(C)c(S(=O)(=O)NCc2ccc(C(=O)N3CCCCC3C)cc2)c1 (centres undefined)
→ 25, -2, 12, 8, 3.6, -20, -1, 2
19. O=C(c1ccccc1)c1cnc(Nc2ccc(Cl)c(Cl)c2)s1
→ 4, -12, 15, -9, 3.8, 71*, 0, 2
20. CC(=O)c1cccc(NC(=O)NCc2ccc3c(c2)OCO3)c1
→ 11, 15, 8, 14, 1.8, 32, -2, -2
21. COc1ccc(CCN2CC(C(=O)Nc3cc(S(C)(=O)=O)ccc3Cl)CC2=O)cc1OC (centres undefined)
→ 2, 11, -14, 18, -0.8, -12, 0, 2

(more compounds)
25) Cc1cc(C)c(NC(=S)N(C)C)cc1C
26) CCOC(=O)C1CCCN(C(=O)Cc2c(F)cccc2Cl)C1 (centres undefined)
27) Cc1cc(C)nc(SCc2csc(-c3ccccc3)n2)n1
28) CC1(C)CSC(=NCCc2ccccc2)N1
29) CCc1[nH]nc(C(=O)N2CCCC(CCC(=O)N3CCN(c4ccccn4)CC3)C2)c1C (centres undefined)
30) CN(C)CCCNC(=O)c1cc(C(=O)c2cccc(Cl)c2Cl)c[nH]1
31) O=C(Nc1ccc2ccccc2c1)c1cccc([N+](=O)[O-])c1
32) CCOc1ccccc1OCCOCCN1CCN(Cc2ccccc2)CC1

screen / no.	25	26	27	28	29	30	31	32
tim23-1 inh	12	20	28	3	16	-2	24	0
697 NFkB inh	4	6	-147	-27	10	-8	-94	-7
tim10-1 inh	6	11	40	8	6	-4	-13	4
Jurkat NFkB inh	3	2	-140	-12	7	5	-96	-2
CHOP UPR activ	-0.2	-0.6	3.1	1.4	4.9	-0.1	5.5	2.0
Mdm2-MdmX inh	13	14	-140	-53	2	11	-39	-3
UPR XBP1 act	-3	-3	0	1	-2	-2	-1	2
TIM10 inh	-20	-3	15	-14	1	13	12	10

33) CCCc1nc2sc3ccccc3c(=O)c2c(=O)n1Cc1ccc(OC)cc1
34) COc1cc(/C=N/NC(=O)c2ccncc2)ccc1OC(=O)c1cc(OC)c(OC)c(OC)c1
35) O=C(NCC(c1cccnc1)N1CCN(c2ccc(F)cc2)CC1)c1ccccc1 (centres undefined)
36) CSc1cccc(NC(=O)CCCOc2ccc(Cl)cc2C)c1
37) COc1cc(NS(=O)(=O)c2ccc(NC(=O)c3ccc(F)cc3)cc2)ncn1
38) CCOC(=O)c1csc(NC(=O)c2cc3ccccc3o2)n1
39) O=C(N/N=C/c1cc([N+](=O)[O-])ccc1O)c1ccc2c(c1)OCCO2
40) COc1ccccc1NC(=S)N(c1ccccc1)C(C)C

screen / no.	33	34	35	36	37	38	39	40
tim23-1 inh	52*	5	-4	-6	0	-5	0	15
697 NFkB inh	-19	20	5	24	12	-32	-25	3
tim10-1 inh	33	3	9	9	12	-4	9	31
Jurkat NFkB inh	-10	6	2	8	9	-22	16	-1
CHOP UPR activ	3.7	-0.2	-2.2	0.2	-0.5	2.0	7.2	0.4
Mdm2-MdmX inh	30	-2	9	5	0	-81	39	24
UPR XBP1 act	1	0	-3	-1	-2	1	1	0
TIM10 inh	18	17	3	-18	4	-5	2	14

41) COc1ccccc1OCC(=O)NCc1cccs1
42) c1ccc(-c2ccc(OCCCn3cncn3)cc2)cc1
43) Cc1ccc(C(=O)OCC(=O)N2CCCCCC2)c(O)c1
44) COC(=O)C1=C(C)Nc2nnnn2C1c1cccnc1 (centres undefined)
45) Cn1c(SCC(=O)c2ccccc2)nnc1-c1ccccn1
46) COc1ccc(N=NC2=C(O)CC(C)(C)CC2=O)c(OC)c1
47) CCC1=C2CC[C@H]3C(=O)N(c4ccccc4)C(=O)[C@H]3[C@H]2[C@@]2(C)C(=NCC(=O)OC)OC(=O)N2C1=O
48) Cc1ccc(OCC(=O)NCc2ccccn2)c(Br)c1

screen / no.	41	42	43	44	45	46	47	48
tim23-1 inh	8	i	24	-2	-3	14	0	7
697 NFkB inh	2	-38	-26	-24	-12	0	14	-17
tim10-1 inh	18	-11	9	4	-8	21	10	14
Jurkat NFkB inh	-19	-30	-15	-10	-42	-7	-8	-53
CHOP UPR activ	0.0	2.9	-0.1	-0.9	4.5	1.6	-2.6	7.4
Mdm2-MdmX inh	14	-30	-67	6	5	-19	12	-60
UPR XBP1 act	2	-2	-2	-2	1	5	-1	4
TIM10 inh	-26	-65	17	-5	-16	4	-2	0

49) O=C(NCc1ccc(Cl)cc1)c1ccc(S(=O)(=O)N2CCCCC2)cc1
50) CCCOc1ccc(C(=O)Nc2ccc(Cl)cn2)cc1
51) C=CCOC(=O)C1=C[C@H](c2ccc3c(c2)OCO3)C[C@H](OCCCCO)O1
52) CC(=O)N1CCc2cc(S(=O)(=O)CCC(=O)NCCc3ccccc3)ccc21
53) O=C(N/N=C/C=C/c1ccco1)c1cccnc1
54) CC(=O)c1ccc(C#CC(C)(C)O)s1

screen / no.	49	50	51	52	53	54
tim23-1 inh	-3	6	5	-3	11	15
697 NFkB inh	9	-83	6	-7	12	2
tim10-1 inh	-5	-6	9	-6	6	2
Jurkat NFkB inh	-7	-135	6	-8	11	11
CHOP UPR activ	-1.5	3.8	1.2	1.4	0.7	-2.0
Mdm2-MdmX inh	15	-100	7	-5	3	13
UPR XBP1 act	-2	-1	0	-2	-3	-5
TIM10 inh	-1	-14	5	-8	14	-1
